Bioassay records: PubChem, several laboratories
AddAB inh = growth inhibition of E. coli expressing H. pylori AddAB, primary screen, AddAB inhibitor project, absorbance; inhibition, % at 11.9 µM; 330,000 compounds, 0.29% hits; in the data active means inhibition above about 12%;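 further: 0% = vehicle wells of infected cells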
phage Ecoli inh = growth loss of phage-infected E. coli, primary screen, RecBCD inhibitor project, absorbance, with phage, HTS | inhibition, % at 11.9 µM | 360,000 compounds, 0.26% hits; in the data active means inhibition above about 11%
CDK5 p35 inh = inhibitors of human CDK5/p35 kinase, primary screen, biochemical, single concentration. inhibition, % at 10 µM. 330,000 compounds, 0.01% hits. Recombinant CDK5/p35, ADP-Glo luminescence, 60 min. AID 488839, 2010;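 active means highest replicate inhibition of at least 50% and at least 75% of replicates reaching 50%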;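 further: plate controls were DMSO neutral control for no effect and GW8510 at 10 µM for full effect; many of its hits are not listed in these tables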
DAGLB inhibitor = DAGLB lipase inhibitors, primary screen, biochemical, fluorescence, HTS; Diacylglycerol lipase-beta (Homo sapiens), Q8NCG7; HEK293T DAGLB membrane lysate, EnzChek fluorogenic substrate; inhibition, % at 5.17 µM; 340,000 compounds, 0.059% hits; in the data active means inhibition above about 34%;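 further: 0% = enzyme with vehicle and 100% = wells lacking enzyme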
HTR5A ag ctr = HTR5A agonists in luminescence cell assay, primary screen, counter-screen for OPRM1-OPRD1 heterodimer agonist project, full-deck HTS. 5-hydroxytryptamine receptor 5A (Homo sapiens), P47898. cell-based. activation, % at 9.3 µM. 340,000 compounds, 0.61% hits. AID 504692, 2011; in the data active means activation mostly above about 9.5%, no sharp cut-off; inactive means mostly below about 7.6%;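 further: 0% = cells with vehicle only and 100% = reference agonist; strong numbers were not always called active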
Target sequence (P47898 whole entry, looked up): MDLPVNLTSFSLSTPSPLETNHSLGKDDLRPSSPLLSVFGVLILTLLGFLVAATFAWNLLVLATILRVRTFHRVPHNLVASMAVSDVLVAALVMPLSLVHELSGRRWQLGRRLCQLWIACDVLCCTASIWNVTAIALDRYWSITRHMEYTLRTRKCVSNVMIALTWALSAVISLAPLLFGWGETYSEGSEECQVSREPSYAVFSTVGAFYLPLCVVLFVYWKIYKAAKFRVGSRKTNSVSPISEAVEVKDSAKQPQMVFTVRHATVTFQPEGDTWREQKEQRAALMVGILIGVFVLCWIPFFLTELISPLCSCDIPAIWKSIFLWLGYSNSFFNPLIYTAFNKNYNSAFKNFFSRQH
SUMO Mot1 rescue = yeast Mot1-301 growth rescue at high temperature, primary screen, SUMOylation pathway inhibitor project, S. cerevisiae, ATP luminescence, 38.5C. S. cerevisiae Mot1-301 growth rescue; percent above DMSO median, 100 means doubled. growth rescue, % at 18.8 µM. 320,000 compounds, 1% hits. AID 2716, 2010;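 active means every valid replicate shows activation above 250% relative to neutral control wells; inactive means the rest, any valid replicate at or below 250%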;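 further: OY570 slx delta 5 strain wells were the positive control but not used for scaling; some compounds called inactive have numbers as strong as hits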
E coli growth = E. coli V3065 growth inhibition, primary screen, counter-screen for AddAB inhibitor project, absorbance, OD600. inhibition, % at 11.9 µM. 18 h. 330,000 compounds, 0.27% hits;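 active means inhibition above the campaign's mean inhibition across all tested compounds plus 3 SD, cut at about 9.9% in these data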;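 further: uninfected addAB+ strain grown without phage in ampicillin broth; 0% = DMSO wells and 100% = ciprofloxacin 0.95 µg/ml wells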
Tat export inh = E. coli Tat export inhibitors, primary screen, MC4100, TorA-mCherry reporter, fluorescence, single point | inhibition, % at 10 µM | 340,000 compounds, 0.036% hits | AID 488895, 2010;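 active means mean replicate inhibition at least 50% and at least half of replicates individually reaching 50%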;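 further: exported cargo escapes ClpAP degradation while cytoplasmic cargo is degraded and loses fluorescence; 0% = median of neutral control wells and 100% = median of NaSCN control wells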
PKA-R2B activ = activators of PKA-R2B holoenzyme, primary screen, biochemical, fluorescence polarization, Cy5-IP20, human; cAMP-dependent protein kinase catalytic subunit beta (Homo sapiens) + cAMP-dependent …; PKA-R2B holoenzyme dissociation; R2B truncated from residue 108, S112A mutant; 0% DMSO only, 100% 113 µM cGMP; activation, % at 11.4 µM; 340,000 compounds, 0.079% hits;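 active means activation above a cutoff set at the mean over all compounds plus 3 SD, cut at about 18% in these data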;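 further: higher means more holoenzyme dissociation and a rise in polarization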
Target sequence (P31323 whole entry, looked up, other chains not shown, the tested form may be a part): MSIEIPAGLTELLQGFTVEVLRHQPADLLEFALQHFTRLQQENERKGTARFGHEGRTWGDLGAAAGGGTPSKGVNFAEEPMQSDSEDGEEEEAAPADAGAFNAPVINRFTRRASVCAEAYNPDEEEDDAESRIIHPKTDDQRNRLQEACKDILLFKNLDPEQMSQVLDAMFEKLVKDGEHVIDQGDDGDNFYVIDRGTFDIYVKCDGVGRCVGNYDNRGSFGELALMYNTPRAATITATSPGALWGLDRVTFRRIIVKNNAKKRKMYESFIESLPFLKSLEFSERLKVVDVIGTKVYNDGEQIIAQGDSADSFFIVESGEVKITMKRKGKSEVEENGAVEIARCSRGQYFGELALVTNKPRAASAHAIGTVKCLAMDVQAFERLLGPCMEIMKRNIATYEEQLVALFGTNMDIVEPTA
HTR5A inv ag = HTR5A inverse agonists in luminescence cell assay, primary screen, counter-screen for OPRM1-OPRD1 heterodimer inverse agonist project, full-deck HTS. inhibition, % at 9.3 µM. HTR5A cell line, inverse agonism. 5-hydroxytryptamine receptor 5A (Homo sapiens), P47898. AID 504634, 2011. 340,000 compounds, 0.083% hits; in the data active means inhibition mostly above about 23%, no sharp cut-off; inactive means mostly below about 18%;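 further: 0% = cells with DMSO and 100% = no-cell wells with DMSO; some compounds called inactive have numbers as strong as hits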
PKA-R1A activ = activators of PKA-R1A holoenzyme, primary screen, biochemical, fluorescence polarization, Cy5-IP20, bovine R1A, mouse PKAc. activation, % at 11.4 µM. cAMP-dependent protein kinase type I-alpha regulatory subunit (Bos taurus) + …. 340,000 compounds, 0.083% hits. PKA-R1A dissociation; scaled: DMSO 0%, 113 µM cGMP 100%. AID 504707, 2011;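 active means percent activation above the mean of all tested compounds plus 3 SD, cut at about 19% in these data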;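 further: higher means more PKAc released from R1A so a rise in polarization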
* = called active by the depositor; i = inactive; . = no result given.

SMILES | AddAB inh | phage Ecoli inh | CDK5 p35 inh | DAGLB inhibitor | HTR5A ag ctr | SUMO Mot1 rescue | E coli growth | Tat export inh | PKA-R2B activ | HTR5A inv ag | PKA-R1A activ
COc1ccccc1Sc1nc(-c2ccccc2)ncc1OC | 0.2 | 2.1 | -2.6 | -5 | -1 | 209 | -0.3 | 9 | -13 | 3 | -5
COc1cc(CN2CCN(C(=O)c3cccc4ccccc34)CC2)cc(OC)c1OC | 4.7 | 1.8 | -0.9 | -3 | -1 | 2 | 0.7 | -2 | -5 | 5 | -9
CCOc1ccccc1NC(=O)C(=O)CC(=O)c1cccc(OC)c1 | 0.0 | -1.6 | 0.0 | -1 | 3 | 17 | -0.3 | -1 | 4 | -11 | -6
COCCCn1c(SCC(=O)Nc2cccc(C(=O)OC)c2)nnc1-c1ccncc1 | 0.5 | 3.1 | -2.4 | 1 | -4 | 8 | -1.0 | 0 | -2 | 13 | 9
O=C(CSc1ccc(Cl)cc1)N1N=CCC1c1ccccc1 (stereo unspecified) | 3.5 | 0.8 | -1.2 | -5 | -1 | 8 | 0.5 | -1 | -5 | 21 | 11
Cc1ccc(C(=O)N(Cc2cccs2)C2CCS(=O)(=O)C2)cc1 (stereo unspecified) | 1.5 | 1.6 | 1.0 | 2 | 4 | 15 | 1.5 | 9 | 4 | 10 | -16
O=C(CN(Cc1ccc(F)cc1)C(=O)c1csnn1)NCc1ccccc1 | 2.4 | -0.3 | 1.5 | 0 | -3 | 107 | 0.4 | 4 | -9 | -3 | 0
CN(C)S(=O)(=O)Oc1ccsc1C(=O)Nc1ccccc1Cl | 0.3 | 2.0 | -1.1 | -9 | -8 | 9 | -2.0 | -11 | 12 | 13 | -3
CC1(C)Cc2c(c(N3CCOCC3)nc3sc4c(NCCN5CCOCC5)nnnc4c23)CS1 | 3.6 | 3.5 | 1.0 | 4 | 5 | 48 | -2.7 | 4 | -4 | 4 | -3
CCCC(=O)Nc1nc(C)c(-c2csc(Nc3cc(OC)ccc3OC)n2)s1 | 0.1 | 1.5 | 0.0 | 4 | 1 | 46 | -0.8 | 1 | -5 | 9 | 7
O=C(CN1C(=O)NC2(CCc3ccccc32)C1=O)c1cccs1 (stereo unspecified) | 0.2 | 1.1 | -4.9 | 0 | 2 | 13 | 1.3 | -2 | 5 | 20 | -5
Cc1ccc2cccc(SCC(=O)Nc3ccc(F)cc3)c2n1 | -0.9 | 1.2 | -1.5 | -6 | -1 | -14 | -1.3 | -3 | -1 | 5 | 7
CC(=O)N1CCC(C(=O)OCc2ccc(Cl)cc2)(c2ccccc2)CC1 | 1.4 | 1.9 | -4.0 | 0 | -3 | i | -2.8 | 4 | 2 | 13 | -7
Cc1cc(Cl)ccc1NC(=S)NCc1ccc(F)cc1 | 4.4 | 4.9 | 1.1 | -1 | -3 | -1 | 1.9 | 1 | 7 | 11 | -12
Cc1cc(C(=O)OCC(=O)N2CCc3ccccc32)c(C)o1 | -1.4 | 3.8 | -0.9 | 2 | 0 | 1 | 0.4 | 3 | -1 | -4 | 0
COc1ccc(-n2c(=O)cc(N3CCc4ccccc43)[nH]c2=O)cc1 | 1.3 | 0.4 | -0.3 | 2 | -3 | 149 | 0.1 | 4 | -9 | -1 | -11
COc1ccc(Cl)cc1NC(=O)C1CCN(C(=O)C2CC(=O)N(c3ccc(C)cc3)C2)CC1 (stereo unspecified) | 4.6 | 0.5 | -1.6 | 1 | -2 | -10 | -1.3 | 16 | -1 | -7 | -11
O=C1c2ccccc2C(=O)N1COc1ccc(S(=O)(=O)N2CCOCC2)cc1[N+](=O)[O-] | -4.5 | 0.1 | -2.2 | 0 | 5 | 1 | 0.9 | -8 | -12 | -14 | -2
O=C(Nc1scc(-c2cccs2)c1C(=O)O)c1cccs1 | 8.6 | 2.5 | -1.9 | 8 | 1 | -8 | 3.0 | -5 | 2 | -8 | -4
CCOC(=O)Nc1ccc(NS(=O)(=O)c2ccc(C)cc2)cc1 | 1.8 | 0.3 | 1.6 | 2 | 0 | 9 | 1.3 | -7 | -15 | 23 | -9
O=S(=O)(NCCS(=O)(=O)N1CCN(c2ccccc2)CC1)c1ccc(F)cc1 | -0.8 | 2.5 | -0.4 | -3 | 2 | 3 | 0.5 | -1 | -14 | -5 | -3
Cc1cccc(NC(=O)Cn2nnc(-c3cccs3)n2)c1C | -0.2 | 1.2 | -1.2 | -2 | 9 | 22 | -0.5 | -9 | 6 | -26 | -5
CCN(CC)S(=O)(=O)c1cc(C(=O)Oc2cccc(-c3cnc4ccccc4n3)c2)ccc1OC | 4.7 | 2.8 | -0.1 | -5 | 6 | -14 | 0.9 | -13 | -5 | -13 | 9
CCc1ccccc1NC(=O)C1=CC(c2ccc(OC)c(OC)c2)=NS(=O)(=O)N1C | -0.6 | 2.2 | -0.7 | -2 | 0 | 4 | -1.4 | 3 | 6 | -4 | -14
Cc1ccc(SCCOCCN2CC(C)OC(C)C2)cc1 (stereo unspecified) | 1.5 | 1.7 | 0.9 | -2 | -1 | 274 | -0.8 | 1 | -1 | 2 | 4
Following part.
SMILES | AddAB inh | phage Ecoli inh | CDK5 p35 inh | DAGLB inhibitor | HTR5A ag ctr | SUMO Mot1 rescue | E coli growth | Tat export inh | PKA-R2B activ | HTR5A inv ag | PKA-R1A activ
O=C(CN1c2ccccc2Sc2ccccc21)N/N=C/c1ccc([N+](=O)[O-])cc1 | 0.6 | -2.0 | -3.9 | -2 | 2 | 1 | 1.1 | -10 | 0 | 6 | 6
Cc1ccc(/C=N\NC(=O)C2COc3cc4ccccc4cc3O2)o1 (stereo unspecified) | 5.3 | 0.6 | -0.3 | -4 | 0 | -3 | -2.0 | -6 | -12 | 1 | -1
Nc1cc(N)nc(SCC(=O)NCC2CCCO2)n1 (stereo unspecified) | 1.4 | 5.4 | -1.7 | 0 | 4 | -10 | -0.5 | 1 | 0 | -10 | 6
Cn1ncc2c(NCc3ccccc3)nc(NCCCO)nc21 | 0.9 | 0.4 | 2.2 | -2 | -1 | 20 | -1.1 | -3 | 6 | 12 | 4
CC(=O)c1c(C)[nH]c(C(=O)Nc2ccc(C)cn2)c1C | 1.0 | 1.4 | -0.2 | -2 | -1 | 14 | -2.0 | 1 | 12 | 0 | 9
CCOC(=O)N1CCN(c2ccc(F)cc2[N+](=O)[O-])CC1 | -1.3 | 3.8 | 0.4 | 2 | -3 | . | -1.1 | 0 | 4 | 1 | 2
CC(=O)N1CCN(c2ccc(NC(=O)c3cccc([N+](=O)[O-])c3)cc2)CC1 | 2.0 | 1.5 | -4.0 | 7 | 4 | -6 | -0.5 | -5 | -3 | 23 | -5
COc1ccccc1NC(=O)Nc1nc(CC(=O)Nc2ccc(F)cc2)cs1 | -0.2 | 5.8 | -0.2 | 1 | -6 | 3 | 1.9 | 7 | -11 | 18 | -1
O=S(=O)(Nc1ccncc1)c1ccccc1 | -0.4 | 3.8 | 1.4 | 2 | -1 | 9 | 1.7 | 5 | -11 | -21 | -3
O=C(NC(=S)NCCc1ccccc1)c1ccco1 | -2.4 | -1.6 | -0.6 | -7 | 1 | -10 | -3.9 | -3 | -12 | 7 | 11
O=C(Nc1ccccc1)Nc1ccc(F)c([N+](=O)[O-])c1 | 2.3 | -0.5 | 1.2 | -3 | 0 | -15 | 1.8 | 1 | 4 | 7 | -6
CC(=O)Nc1ccccc1OCC(=O)NC(C)c1ccc(F)cc1 (stereo unspecified) | 4.1 | 1.9 | 0.3 | -1 | -3 | 4 | 0.3 | -8 | 3 | 29 | -7
CCS(=O)(=O)Nc1ccc(C2=NN(C(=S)Nc3ccccc3)C(c3ccco3)C2)cc1 (stereo unspecified) | 1.0 | -0.4 | . | 8 | 0 | -17 | -1.9 | 2 | -12 | -9 | -3
CCCCOc1ccc(CNn2c(C)nc3ccccc3c2=O)cc1 | 0.9 | 0.6 | 2.9 | -6 | -1 | -2 | -0.9 | 7 | 1 | -16 | 3
COc1ccc(NC(=O)CCN2CCCCCC2)c(OC)c1 | 3.7 | 2.6 | 2.9 | -1 | 2 | 28 | 1.2 | 2 | -11 | 10 | -5
CCC(=O)Nc1cccc(C2=NOC3(C2)C[C@@H](C(N)=O)N(C(=O)COc2ccc(Cl)cc2)C3)c1 (stereo partly specified) | 0.8 | 0.8 | -1.8 | 2 | -6 | -5 | -0.2 | 4 | -12 | 15 | -2
COc1ccccc1C(=O)COC(=O)CNC(=O)c1ccc(Br)o1 | 0.3 | 4.6 | -0.4 | -2 | -5 | 269 | 0.8 | -4 | 4 | 12 | -5
Cc1noc(C)c1S(=O)(=O)N1CCC(C(=O)N2CCC(N3CCCCC3)CC2)CC1 | -2.4 | 3.0 | -0.2 | 1 | 13 | 297 | 2.6 | -8 | -2 | -40 | 3
CCOc1cccc(/C(O)=C2/C(=O)C(=O)N(CCN3CCOCC3)C2c2cccnc2)c1 (stereo unspecified) | 3.1 | 3.3 | 1.6 | -2 | 5 | -1 | -1.1 | 7 | 7 | 11 | -13
CC1(C)N=C(/C=N/O)C=[N+]1[O-] | 1.6 | 1.2 | -0.5 | -1 | 11 | -8 | -1.4 | -6 | 2 | -27 | -4
c1ccc(-c2cnc(-c3ccccc3)nc2)cc1 | 0.7 | 0.5 | -0.2 | 0 | 8 | -3 | -2.0 | 6 | 4 | -12 | 7
CC(NC(=O)c1cccc(OC2CCN(C(=O)C3CC3)CC2)c1)c1ccc(F)cc1 (stereo unspecified) | 0.3 | 0.7 | -0.9 | -1 | -7 | -8 | -0.7 | -2 | 5 | 17 | 4
O=C(NCc1ccccc1)c1ccccc1OCC(=O)N1CCCCC1 | 2.3 | 1.2 | 0.3 | 1 | 0 | . | -0.2 | -1 | 8 | 0 | 12
CCSc1ccc([C@@H]2[C@@H]3C(=O)N(CC)C(=O)[C@@H]3[C@]3(C(=O)OC)CCCCN23)cc1 | 1.6 | -0.2 | 0.9 | -9 | 7 | -16 | 1.5 | 0 | -15 | -4 | -9
COc1cccc(C(=O)OCC(=O)Nc2cc(C)on2)c1OC | -1.7 | 2.6 | -5.8 | -2 | -2 | 0 | 1.5 | -1 | -1 | 8 | -11
CCN(CC)C(=O)C(=O)c1cccn1-c1cccc(OC)c1C#N | -0.6 | 3.0 | -0.2 | -2 | -4 | -12 | -2.2 | -1 | 10 | 10 | 0
